Screening data from PubChem BioAssay.
FN deposit inh – fibronectin deposition inhibition | AH1F fibroblasts, Alexa488-fibronectin deposition fluorescence, overnight | inhibition, % at 12.6 µM | hit rate 0.086% among 350,000;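 active = mean inhibition across replicates of 30% or more, regardless of how many single replicates reach that level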;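 also: positive control wells lacked labelled fibronectin entirely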
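Measured by – fluorescence 485/525 nm · System – AH1F fibroblast monolayer, labelled fibronectin deposition · Amount – 10000 cells per well · Buffer or medium – serum-reduced DMEM (2% serum) · Doses – single dose, pinned · Also added – fluorescent fibronectin at 24 nM final · Schedule – 1 h cell attachment, overnight exposure to compound and label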
LGR2 antag – inhibitors of bursicon-induced Drosophila LGR2 receptor cAMP signaling | inhibition, % at 9.99 µM | HEK293 LGR2, CRE-luciferase, bursicon-stimulated, 4 h | AID 720647 | hit rate 0.35% among 380,000;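 active = drop in luminescence signal, shown as inhibition above about 50% in the replicate tests, limit read from the data, passing the limit was not always enough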;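 also: agonist challenge used bursicon conditioned medium at about half maximal strength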
SIRT5 inh – blocks human SIRT5 desuccinylation of peptide. Purified SirT5, succinyl-peptide AMC, trypsin-coupled fluorescence. inhibition, % at 15 µM. hit rate 1.1% among 330,000. Q9NXA8. AID 652115; in the data active = inhibition above about 15%
Target sequence (Q9NXA8 whole entry, looked up): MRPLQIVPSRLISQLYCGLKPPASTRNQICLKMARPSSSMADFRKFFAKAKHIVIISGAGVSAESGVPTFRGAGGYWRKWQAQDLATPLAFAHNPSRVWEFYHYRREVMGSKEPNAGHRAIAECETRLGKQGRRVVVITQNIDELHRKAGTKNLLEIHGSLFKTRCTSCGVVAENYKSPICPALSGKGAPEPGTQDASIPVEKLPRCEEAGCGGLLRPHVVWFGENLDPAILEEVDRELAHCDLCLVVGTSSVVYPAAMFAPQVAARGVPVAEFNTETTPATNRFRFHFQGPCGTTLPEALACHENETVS
esBAF inh – blocks esBAF chromatin remodeling in mouse ES cells; Bmi1-luciferase knock-in reporter, 24 h; 100% = twice the neutral-well signal; reporter increase, % at 12.5 µM; hit rate 2% among 350,000; in the data active = activation above about 40%;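 also: 0% = median of the plate's neutral control wells and 100% = double that signal; a rise in the Bmi1 reporter signal indicates esBAF inhibition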
S100A4 inh HTS – blocks human S100A4 binding to myosin IIA peptide; AID 652163; hit rate 0.14% among 360,000; inhibition, % at 10.7 µM; P26447; S100A4/TAMRA-MyoIIA peptide fluorescence polarization;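 active = mean inhibition of at least 70% across replicates, with every replicate also reaching that level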
Target sequence (P26447 whole entry, looked up): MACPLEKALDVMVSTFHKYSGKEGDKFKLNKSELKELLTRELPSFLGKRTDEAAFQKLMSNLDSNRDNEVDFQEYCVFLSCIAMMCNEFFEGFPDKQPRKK
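Test system – S100A4 monomer (human) · Compound – single-point compound testing · Schedule – 5 min incubation before reading · Probe or stimulus – TAMRA-labelled myosin IIA heavy-chain peptide probe, 5 nM · Benchmarks – neutral control DMSO, positive control TFP · Medium – Calcium-containing HEPES buffer, pH 7.2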
CASP6 VEID inh – caspase-6 (human) enzyme inhibition; P55212; purified caspase-6, Z-VEID-R110 cleavage fluorescence; inhibition, % at 12.5 µM; hit rate 0.53% among 350,000; AID 686996;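 active = mean inhibition across replicates at least about 35%, with every replicate also reaching that limit, limit read from the data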;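 also: 0% = median of neutral control wells and 100% = no fluorescence left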
Target sequence (P55212 24-179 limits assumed): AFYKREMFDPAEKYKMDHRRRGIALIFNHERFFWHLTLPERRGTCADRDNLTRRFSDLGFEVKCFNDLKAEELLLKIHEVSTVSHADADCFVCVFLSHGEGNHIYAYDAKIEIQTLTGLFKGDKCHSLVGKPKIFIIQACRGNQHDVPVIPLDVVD
Target sequence (P55212 194-293 limits assumed): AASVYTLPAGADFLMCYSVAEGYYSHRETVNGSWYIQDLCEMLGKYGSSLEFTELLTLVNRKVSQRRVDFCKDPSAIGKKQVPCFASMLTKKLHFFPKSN
Statin myotox sup – protects C2C12 myotubes from simvastatin toxicity. ATP luminescence, 48 h; scaled: DMSO 0, geranylgeraniol control 100. rescue of ATP level, % at 7.49 µM. hit rate 0.78% among 330,000. AID 602340;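 active = mean ATP rescue above about 67%, or every replicate alone reaching that limit, limit read from the data, passing the limit was not always enough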;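 also: myotubes were challenged with 10 µM simvastatin during compound exposure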
* hit, by the source's call; . = no result given; & = joins results of further samples. These rows are one share of the data; count on the stated rates, not on these rows.

nr	Structure	FN deposit inh	LGR2 antag	SIRT5 inh	esBAF inh
1	COc1ccc(C2C(C(=O)Nc3cc(OC)c(OC)c(OC)c3)c3ccccc3C(=O)N2C)cc1 (stereo not drawn)	-3	4	-1	-2
2	C[C@H]1CN([C@@H](C)CO)C(=O)c2cc(NC(=O)CCCN(C)C)ccc2O[C@H]1CN(C)Cc1ccc(C(=O)O)cc1	.	2	3	-1
3	CC1CC(=O)N(c2ccc(N(C)Cc3ccccc3)c([N+](=O)[O-])c2)C1=O (stereo not drawn)	-4	-15	-3	0
4	C[C@H](CO)N1C[C@H](C)[C@@H](CN(C)CC2CCCCC2)Oc2ccc(NC(=O)Nc3ccc(C(F)(F)F)cc3)cc2C1=O	-10	.	-1	5
5	C/C(N)=C(/C#N)C(=O)COC(=O)C1=NN(c2ccccc2)C(=O)CC1	-2	-23	-2	-7
6	CC(C)NC(=O)N(C)C[C@H]1Oc2c(NS(=O)(=O)c3ccc(F)cc3)cccc2C(=O)N([C@@H](C)CO)C[C@@H]1C	5	-1	-1	-4
7	CC(=O)Nc1ccc2c(c1)C(=O)N(C)[C@@H]1CC[C@H](CC(=O)NCCCN3CCOCC3)O[C@@H]1CO2	1	4	-3	-5
8	O=C(NCCCn1ccnc1)c1ccc(Br)cc1	-6	10	-4	0
9	O=C(O)C[C@H]1C[C@H]2c3cc(NC(=O)Cc4ccncc4)ccc3O[C@H]2[C@@H](CO)O1	-12	-2	-4	.
10	C[C@H]1CN([C@@H](C)CO)C(=O)c2cc(NC(=O)Nc3cccc4ccccc34)ccc2O[C@H]1CN(C)Cc1ccc(C(F)(F)F)cc1	8	-4	-2	2
11	COc1ccc(CCNC(=O)[C@@H](NC(=O)N2CCn3c2nc2ccccc23)C(C)C)cc1OC	2	1	-5	-2
12	Cc1nc2cc(Br)ccc2c(=O)n1Cc1cccc(O)c1	.	.	-2	.
13	CCCCc1cc(=O)oc2cc(C)cc(OCC(=O)NCc3ccncc3)c12	6	-8	-1	6
14	COc1ccc(-c2cc(-c3n[nH]c(=S)n3-c3ccccc3Cl)[nH]n2)cc1	.	0	2	.
15	CC(=O)N(C)C[C@@H]1Oc2ncc(-c3cccnc3)cc2C(=O)N([C@H](C)CO)C[C@H]1C	5	5	-1	-1

nr	S100A4 inh HTS	CASP6 VEID inh	Statin myotox sup
1	-2	-1	-55
2	5	5	-12
3	3	-1	-10
4	-4	1	23
5	-15	-3	-1
6	2	-2	3
7	1	2	27
8	17	-7	-2
9	6	2	.
10	-12	-3	.
11	-3	0	3
12	4	2	.
13	4	-1	20
14	2	2	.
15	1	1	-4

From no. 1 as far as 9, as listed above:
nr	Structure	FN deposit inh	LGR2 antag	SIRT5 inh	esBAF inh
1	COc1ccc(C2C(C(=O)Nc3cc(OC)c(OC)c(OC)c3)c3ccccc3C(=O)N2C)cc1 (stereo not drawn)	-3	4	-1	-2
2	C[C@H]1CN([C@@H](C)CO)C(=O)c2cc(NC(=O)CCCN(C)C)ccc2O[C@H]1CN(C)Cc1ccc(C(=O)O)cc1	.	2	3	-1
3	CC1CC(=O)N(c2ccc(N(C)Cc3ccccc3)c([N+](=O)[O-])c2)C1=O (stereo not drawn)	-4	-15	-3	0
4	C[C@H](CO)N1C[C@H](C)[C@@H](CN(C)CC2CCCCC2)Oc2ccc(NC(=O)Nc3ccc(C(F)(F)F)cc3)cc2C1=O	-10	.	-1	5
5	C/C(N)=C(/C#N)C(=O)COC(=O)C1=NN(c2ccccc2)C(=O)CC1	-2	-23	-2	-7
6	CC(C)NC(=O)N(C)C[C@H]1Oc2c(NS(=O)(=O)c3ccc(F)cc3)cccc2C(=O)N([C@@H](C)CO)C[C@@H]1C	5	-1	-1	-4
7	CC(=O)Nc1ccc2c(c1)C(=O)N(C)[C@@H]1CC[C@H](CC(=O)NCCCN3CCOCC3)O[C@@H]1CO2	1	4	-3	-5
8	O=C(NCCCn1ccnc1)c1ccc(Br)cc1	-6	10	-4	0
9	O=C(O)C[C@H]1C[C@H]2c3cc(NC(=O)Cc4ccncc4)ccc3O[C@H]2[C@@H](CO)O1	-12	-2	-4	.

nr	S100A4 inh HTS	CASP6 VEID inh	Statin myotox sup
1	-2	-1	-55
2	5	5	-12
3	3	-1	-10
4	-4	1	23
5	-15	-3	-1
6	2	-2	3
7	1	2	27
8	17	-7	-2
9	6	2	.

(cont.)
nr	Structure	FN deposit inh	LGR2 antag	SIRT5 inh	esBAF inh
16	CC(=O)C1=C(O)C(=O)N(c2ccc(O)cc2)C1c1ccc([N+](=O)[O-])cc1 (stereo not drawn)	36*	8	0	9
17	C[C@@H]1CCCCO[C@H](CN(C)Cc2ccncc2)[C@@H](C)CN([C@H](C)CO)C(=O)c2cc(NC(=O)Nc3ccc(F)cc3)ccc2O1	4	-11	.	-2
18	COc1ccc(NC(=O)Cn2nnc(C(=O)Nc3ccc(F)c(Cl)c3)c2N)cc1	3	-5	15*	3
19	COc1ccc(/C=C(/NC(=O)c2cccc([N+](=O)[O-])c2)C(=O)O)cc1OC	.	6	0	.
20	CC(CNC(=O)COc1ccccc1)OC(=O)Nc1cccc(Cl)c1 (stereo not drawn)	5	4	.	-7
21	O=C(O)C[C@H]1CC[C@@H](NC(=O)Nc2cc(F)ccc2F)[C@H](CO)O1	.	19	-1	-1
22	O=C(NCc1cccnc1)c1ccc(-c2ccc(F)c(F)c2)c2ccoc12	13	0	-3	-20
23	CCN1c2ccccc2-c2nc3ccccc3n2C1c1ccco1 (stereo not drawn)	-2	.	.	-9
24	CC(=O)Nc1ccc(S(=O)(=O)N2CCN3CCCC3C2)cc1 (stereo not drawn)	1	-8	-3	-7
25	COc1ccc(NC(=O)CSc2nnc(Cc3cccn3C)n2-c2ccc(C)cc2)cc1OC	6	15	.	-9
26	O=C(CSc1ccc2ccccc2n1)c1ccccc1	2	-61	.	28
27	Cc1ccc(S(=O)(=O)N2CCOCC2)cc1NC(=O)CNCC1CCCCC1	5	.	-3	.
28	CCOc1ccc(NC(=O)CN(C)C(=O)c2cn(-c3ccc(F)cc3)nc2-c2cccc(OC)c2)cc1OCC	1	-4	2	7
29	CCN(CC)CCCNC(=O)C1c2ccccc2C(=O)N1Cc1ccc(C)cc1 (stereo not drawn)	2	7	.	2
30	CCOc1ccc(C(=S)NC2CCCCC2)cc1OCC	3	7	0	4

nr	S100A4 inh HTS	CASP6 VEID inh	Statin myotox sup
16	5	3	-11
17	.	.	15
18	-2	3	5
19	-10	-1	.
20	.	.	7
21	-1	-1	-2
22	2	3	-11
23	.	.	-11
24	3	-13	5
25	.	.	5
26	-4	2	-3
27	2	-4	.
28	-2	-1	12
29	.	.	-10
30	0	0	-9

Continuation:
nr	Structure	FN deposit inh	LGR2 antag	SIRT5 inh	esBAF inh
31	O=C(CNC(=O)c1ccc2c(c1)OCO2)NCCOc1ccc(Cl)cc1	4	7	0	-1
32	O=C1CCCC(O)=C1N=Nc1cccc(C(=O)O)c1	-8	34	5	16
33	COCC(=O)Nc1ccc2c(c1)[C@@H]1C[C@@H](CC(=O)N3CCCCC3)O[C@H](CO)[C@@H]1O2	1	-28	.	1
34	Cc1cc(C)c(OCC(=O)Nc2ccc(S(=O)(=O)N3CCOCC3)cc2)c(C)c1	11	-2	-1	-2
35	O=C(CNC(=O)c1ccccc1)N/N=C/c1cccs1	6	0	-3	.
36	COc1ccc2c(c1OC)C(=O)N1C2SC(C)(C)[C@H]1C(=O)NC1CC1 (stereo partly drawn)	.	.	1	-2
37	Nc1ncnc2c1ncn2[C@@H]1O[C@H](CNCc2ccc(OCc3ccccc3)cc2)[C@@H](O)[C@H]1O	2	-2	-1	19
38	O=S(=O)(c1ccc(F)cc1)N1CCN(C(=S)NC2CC2)CC1	-5	9	0	-2
39	Cc1ccc(-n2cccn2)cc1	-12	-19	-8	.
40	O=C(C[C@H]1C=C[C@H](NC(=O)c2ccccn2)[C@@H](CO)O1)NCc1cc(F)cc(F)c1	5	17&-3	-3	5
41	C[C@@H]1CN([C@@H](C)CO)C(=O)Cc2cc(NC(=O)Nc3ccccc3)ccc2O[C@@H]1CN(C)Cc1ccc(C(F)(F)F)cc1	.	-1	0	5
42	Cc1c(NC(=O)C(C)Sc2ncnc3ccccc23)c(=O)n(-c2ccccc2)n1C (stereo not drawn)	2	5	1	4
43	COC(=O)[C@]12C[C@H](CC(=O)N3CCN(C(=O)c4ccco4)CC3)C(=O)N(Cc3ccccc3)C1=C[C@H](C(C)C)O[C@@H]2C1CC1	2	-12	.	.
44	CO[C@H]1CN(C)C(=O)c2ccc(NC(=O)c3cnccn3)cc2OC[C@H](C)N(C)C[C@@H]1C	26	-4	1	.
45	Cc1ccc(S(=O)(=O)Nc2ccc3c(c2)C(=O)N([C@@H](C)CO)C[C@H](C)[C@H](CN(C)C(=O)C2CCCCC2)OCCCC[C@@H](C)O3)cc1	-1	-9	7	5

nr	S100A4 inh HTS	CASP6 VEID inh	Statin myotox sup
31	2	-5	7
32	15	37*	0
33	.	.	2
34	53	-1	-2
35	-5	6	.
36	1	3	5
37	-1	0	4
38	-15	1	-5
39	-3	2	.
40	-4	5	7
41	0	-3	-25
42	-2	0	-7
43	-1	-1	.
44	1	-16	.
45	-2	1	.

The list continues:
nr	Structure	FN deposit inh	LGR2 antag	SIRT5 inh	esBAF inh
46	CO[C@@H]1CN(C)C(=O)c2cc(NC(=O)C3CCCC3)ccc2OC[C@@H](C)N(C(=O)CC2CC2)C[C@H]1C	.	-10	-2	1
47	O=C(CN1CCCC1)NCc1ccccc1	-2	1	-1	-5
48	COc1ccc(/C=C/C(=O)NNC(=O)c2cc(C)oc2C)cc1	-1	3	23*	-5
49	CCOc1ccccc1N(C)C(=O)CCS(=O)(=O)c1ccc2c(c1)NC(=O)CO2	-21	20	0	-7
50	COc1ccc(NC(=O)CCNS(=O)(=O)c2ccc3c(c2)CC(C)N3C(C)=O)cc1 (stereo not drawn)	0	-7	2	2
51	CC(C)C#Cc1cnc2c(c1)C(=O)N([C@H](C)CO)C[C@H](C)[C@@H](CN(C)C(=O)c1cnccn1)O2	-4	-11	6	6
52	CC1=C[C@H]2Cc3cc(C)cc(C)c3S(=O)(=O)[C@@H]2C=C1	-3	.	-3	.
53	CCOC(=O)c1sc2nc(N3CCOCC3)c3c(c2c1N)CC(C)(C)N(C)C3	-5	.	.	-2
54	O=C(NCCCN1CCOCC1)c1cn(-c2ccccc2)nc1-c1ccc(F)cc1	.	-20	.	-11
55	CC(=O)Nc1cccc(C(=O)NCCc2ccco2)c1	6	-7	1	29
56	C[C@@H]1CN([C@@H](C)CO)C(=O)Cc2cc(NC(=O)Cn3cnnn3)ccc2O[C@H]1CN(C)S(=O)(=O)c1ccc(Cl)cc1	-2	12	-1	3
57	CCCOc1ccc(F)cc1-c1cc(C(=O)NCc2cccc(C(F)(F)F)c2)[nH]n1	4	-9	1	-4
58	C[C@@H]1CN([C@@H](C)CO)C(=O)c2cccc(NC(=O)Nc3ccc(F)cc3)c2O[C@H]1CN(C)C(=O)Nc1cccc2ccccc12	.	9	-5	1
59	C[C@H]1CN[C@H](CCO)/C1=C\c1ccccc1	5	-2	-3	-5

nr	S100A4 inh HTS	CASP6 VEID inh	Statin myotox sup
46	-4	1	6
47	-8	0	4
48	1	1	5
49	5	-1	15
50	0	3	17
51	2	1	12
52	-6	7	.
53	.	.	-16
54	-2	-3	-5
55	-1	-1	-5
56	-6	2	10
57	-4	1	-2
58	9	0	11
59	-8	-1	10
